M18AAP inhibitor: blocks P. falciparum M18 aspartyl aminopeptidase. recombinant PfM18AAP, H-Glu-NHMec fluorogenic cleavage. 1.2% of 290,000 active. AID 1822. inhibition, % at 7.35 µM;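 active = inhibition above the campaign mean inhibition over all tested compounds plus 3 SD, cut at about 28% in these data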;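 note: 0% = plate median of test compound wells and 100% = 2 mM ZnCl2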
MEKK2 mut-MEK5: signal of MEK5 binding to mutant human MEKK2 PB1 domain. bead flow cytometry, Alexa488-MEK5 binding to MEKK2 mutant. percent response, % at 10 µM. 0.35% of 290,000 active; in the data active = percent response above about 24%, passing the limit was not always enough; note: inactives centre near 1; some results filed as inactive read as strong as hits; reference of the scale not given here
pCIP destab: compounds decreasing mouse p/CIP protein stability. decrease of EGFP signal, % at 10 µM. F442A p/CIP-EGFP cells, EGFP fluorescence, 16 h. 0.01% of 290,000 active. AID 1984. Q05BA5;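 active = EGFP signal decrease of at least 30% at 10 µM or well 3 SD below plate mean, unless failing retest; inactive = the rest, including hits failing retest or dose response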; note: some compounds called inactive have numbers as strong as hits; many of its hits are not listed in these tables
IDE cell inh: cellular human IDE inhibition; 0.41% of 320,000 active; HEK cells, FAbetaB cleavage, fluorescence polarization; P14735; inhibition, % at 5.59 µM;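 active = percent inhibition above the average of all tested compounds plus 3 SD, set per screening campaign, cut at about 16% in these data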;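 note: IDE supplied by intact live HEK cells; FP after avidin binding of uncleaved biotin substrate so inhibition keeps polarization high; 0% = DMSO wells and 100% = 60 µM reference IDE inhibitor Ii1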
UBC9 SUMO inh: blocks human SUMOylation mediated by UBC9. inhibition, % at 35 µM. HTRF SUMOylation assay, SAE1/SAE2 + UBC9, in vitro. AID 2006. 0.36% of 290,000 active. P63279; in the data active = inhibition above about 50%, passing the limit was not always enough; note: strong numbers were not always called active
IDE act: boosts human insulin-degrading enzyme activity in HEK cells; P14735; 0.073% of 340,000 active; AID 493087; activation, % at 5.96 µM; FAbeta-B cleavage, fluorescence polarization; 0% vehicle, 100% cell-free pure enzyme wells;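 active = activation above the mean of all tested compounds plus 3 SD, set per screening campaign, cut at about 17% in these data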
MEKK3 PB1 HTS: raises or lowers MEK5 binding to the human MEKK3 PB1 domain; Q99759; 1.4% of 290,000 active; binding response (% of control), % at 10 µM; bead-based flow cytometry, Alexa488-MEK5 binding to MEKK3; actives lie on both sides; 0 = blocked by unlabeled MEK5, 100 = vehicle; AID 1529;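 active = binding response more than 3 SD above or below the average of its plate-row segment, actives on both sides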;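 note: Alexa488 bead fluorescence after subtracting the streptavidin-only scavenger bead signal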
NALP1 inh: inhibitors of NALP1 inflammasome in yeast; S. cerevisiae NALP1/ASC/caspase-1 growth, X-gal OD620, 72 h; inhibition, % at 10 µM; 0.61% of 280,000 active; in the data active = inhibition mostly above about 24%, no sharp cut-off; inactive = mostly below about 32%; note: some compounds called inactive have numbers as strong as hits
MEKK2wt PB1 HTS: raises or lowers MEK5 binding to wildtype human MEKK2 PB1 domain. AID 1531. Q9Y2U5. bead flow cytometry, Alexa488-MEK5 binding to MEKK2 WT; actives lie on both sides. binding response (% of control), % at 10 µM. 1.1% of 290,000 active; in the data active = binding response below about 67% or above about 130%
* marks the source's active call; other numbers are inactive results; / = not tested or not shown.

no.	M18AAP inhibitor	MEKK2 mut-MEK5	pCIP destab	IDE cell inh	UBC9 SUMO inh	IDE act	MEKK3 PB1 HTS	NALP1 inh	MEKK2wt PB1 HTS	Molecule
1	-8	-1	-6	4	-23	5	105	-28	102	CCOC(=O)C1CCN(CCC(=O)Nc2ccccc2)CC1
2	-10	19	7	-1	-24	2	122*	18	123	COc1ccc(OCC(=O)Nc2ccccc2OC(F)F)cc1
3	11	12	-9	2	9	1	110	29	114	O=C(O)CCc1n[nH]c(=S)[nH]c1=O
4	-2	1	14	4	-21	6	103	12	100	COC(=O)CSc1nc2c(c(-c3ccc(O)cc3)c1C#N)CCCC2
5	3	4	-1	4	2	-4	101	2	100	CCOC(=O)C1=C(C)NC(=S)NC1c1ccc(OCC(=O)N2CCCCC2)cc1 (stereo not given)
6	-3	-8	-10	5	6	1	103	1	89	CCOC(=O)CSc1nnc(-c2cc(OC)c(OC)c(OC)c2)o1
7	-9	4	-5	-3	-23	0	99	-8	103	Cc1ccc(OCCCC(=O)Nc2ccc(N3CCOCC3)cc2)c(C)c1
8	10	-4	11	-3	-6	4	88	1	92	CC(=O)NC(CSC(CC(=O)c1ccco1)c1ccc(C)cc1)C(=O)O (stereo not given)
9	0	/	-6	9	6	-1	/	5	/	COc1ccccc1NC(=O)C1C2CCCCC21 (stereo not given)
10	-1	1	2	/	9	4	103	-2	104	COc1ccc(S(=O)(=O)N2CCN(Cc3ccccc3)CC2)cc1OC
11	-4	0	-5	-1	19	1	100	-4	102	CCN1CCN(S(=O)(=O)c2cccc3nsnc23)CC1
12	0	5	-9	-1	19	3	103	20	109	COc1ccccc1C(=O)N/C(=C/c1ccc(Br)cc1)C(=O)NCCO
13	2	2	7	3	-12	5	101	-8	94	Cc1ccc(C(C)C)c(OCc2n[nH]c(=S)o2)c1
14	2	4	-6	-3	12	4	102	1	105	CCCOc1ccc(C(=O)CCC(=O)NNC(=O)c2ccncc2)cc1
15	-10	8	4	-2	6	6	104	14	106	C=CCNC(=O)CCCOc1cc(C)ccc1C
16	-7	5	-7	2	-10	2	105	-18	102	COCCNC(=S)N(CCc1c(C)[nH]c2ccc(OC)cc12)Cc1ccco1
17	-2	-3	-13	12	4	3	97	-3	100	O=C(Cn1cc(C(=O)C2CC2)c2ccccc21)NCC1CCCO1 (stereo not given)
18	-2	9	3	3	0	-9	105	13	111	CCOC(=O)C(C)n1cnc2c(nnn2-c2cccc(Cl)c2)c1=O (stereo not given)
19	2	-1	-2	2	-6	1	104	28	103	CCC(C)NC(=O)/C=C/c1cccs1 (stereo not given)
20	0	-13	-20	-1	14	6	80	3	95	O=C(CCN1CCc2ccccc21)c1ccc2c(c1)OCCO2
21	-10	5	-1	-1	-17	0	108	-2	113	O=C(Nc1cccc(Cl)c1)Nc1ccc2c(c1)OCO2
22	/	4	-10	-1	-2	2	98	0	92	Cc1cc2c(cc(C(=O)N3CCC(C(=O)NC4CCCC4)CC3)n2Cc2c(F)cccc2Cl)o1
23	0	-11	-4	2	12	3	96	6	94	CNC(=O)CSc1nnc(-c2ccccn2)n1Cc1ccco1
24	-11	0	-3	/	14	3	99	24	105	C=CCn1c(C)c(C(=O)OCC)c2cc(O)c3ccccc3c21
25	-4	2	-5	-4	2	7	103	-3	101	CC(=O)Nc1cccc(-n2nnc(SCC(=O)N(C)c3ccccc3)n2)c1
26	-4	2	-6	-5	2	1	104	20	108	CCOc1ccccc1N1CCN(CC(O)COC2CCCc3ccccc32)CC1 (stereo not given)
27	7	-11	-3	1	10	5	104	-6	103	O=C(/C=C/c1cc([N+](=O)[O-])ccc1OC(F)F)NCc1ccc(Cl)cc1
28	-7	2	-20	2	23	2	100	0	95	O=c1[nH]c(=O)n(Cc2ccccc2)c2nc(-c3ccco3)cc(C(F)(F)F)c12
29	-12	4	-13	1	4	2	102	8	99	N/C(=N\OS(=O)(=O)c1cc(Cl)ccc1Cl)c1ccncc1
30	-11	-12	10	4	-8	4	90	1	88	CCc1ccc(NC(=O)COC(=O)/C=C/c2c(C)nn(C3CCS(=O)(=O)C3)c2Cl)cc1 (stereo not given)
31	11	7	-3	-5	2	2	101	1	103	CCn1nc(C)cc1C(=O)N(C)C1CCCN(Cc2ccccc2F)C1 (stereo not given)
32	-5	16	-4	1	10	6	112	-5	161*	O=C(Nc1cccc(Cl)c1)Nc1cccc(Cl)c1
33	-13	1	-10	2	2	4	121	-45	102	O=C(CCC(=O)c1ccc(F)cc1)Nc1cccnc1
34	-11	-12	-1	7	-8	4	92	2	91	COc1ccc(NC(=O)c2cc(OC)c(OC)c(OC)c2)cc1S(=O)(=O)N1CCCCC1
35	2	-9	-26	1	-11	1	96	0	98	O=c1nc2ccccc2c2n1CC(CN1CCN(c3ccccc3F)CC1)N2 (stereo not given)
36	/	2	3	-4	11	4	105	4	105	CC(=O)N1c2ccccc2N(Cc2ccc(C)cc2C)C(=O)C1(C)C
37	-12	2	-2	-2	-23	-4	104	42	101	CCC1(C(=O)c2ccccc2)C2c3cc(Br)ccc3OC(=O)C21C(=O)N1CCOCC1 (stereo not given)
38	-6	11	-6	1	-24	-7	112	-63	116	CCc1nc(SCC(=O)N2CCC(C)CC2)c2c(=O)n(C)c(=O)n(C)c2n1
39	-5	5	4	3	16	1	104	-2	104	COC(=O)C(Cc1ccccc1)NC(=O)CNC(=O)c1ccccc1OC (stereo not given)
40	3	-2	-2	5	-6	5	99	-4	100	NC(=O)COC(=O)c1ccc(Cl)c(S(=O)(=O)N2CCN(c3ccc(F)cc3)CC2)c1
41	-6	7	-15	8	1	3	101	7	119	Fc1ccccc1COc1ccc(Br)cc1CNCC1CCCO1 (stereo not given)
42	2	-1	-11	3	0	-1	100	-10	101	c1cnn(-c2cncc(-n3cccn3)n2)c1
43	27	0	-9	-5	16	2	102	13	98	CN1C/C(=C/c2cccs2)C(=O)/C(=C\c2cccs2)C1
44	-8	-2	-2	-6	-21	3	95	29	93	COc1ccc(CCNC(=O)CN(C)S(=O)(=O)c2ccc(Br)s2)cc1OC
45	0	-6	2	-9	4	-1	100	2	97	COc1ccc(S(=O)(=O)N2CCCCCC2)cc1NC(=O)c1ccccc1
46	35*	-3	-20	10	5	-20	96	/	90	CCS(=O)(=O)c1cc([N+](=O)[O-])c(Sc2ccccc2NC(C)=O)s1
47	-6	-3	-2	7	10	-4	92	34	93	O=C(Nc1ccccc1)OC1CCS(=O)(=O)C1 (stereo not given)
48	21	4	0	-1	-4	5	103	/	96	CCOc1cc(/C=N/Nc2nc(-c3cccs3)c(NC(C)=O)s2)ccc1O
49	-2	-1	-4	0	6	4	101	8	102	CC1CN(C(=S)Nc2cccc(Cl)c2Cl)CC(C)O1 (stereo not given)
50	-5	-6	0	2	7	-3	94	19	96	CCCc1cc(=O)[nH]c(SCC(=O)Nc2ccc(C)cc2)n1

Later entries
no.	M18AAP inhibitor	MEKK2 mut-MEK5	pCIP destab	IDE cell inh	UBC9 SUMO inh	IDE act	MEKK3 PB1 HTS	NALP1 inh	MEKK2wt PB1 HTS	Molecule
51	-2	3	-4	2	-1	2	99	/	102	O=C(CNS(=O)(=O)c1ccccc1)NCC(=O)OCc1ccc(Cl)cc1
52	-3	8	-18	-6	-9	0	103	23	104	O=C(O)c1ccc(CNc2ccccc2C(=O)O)cc1
53	0	5	4	2	-8	6	104	-42	102	COc1cc(/C=N/NC(=O)c2nc(C)cc(C)n2)ccc1O
54	-9	0	4	7	-15	3	101	18	102	CCN(CC)S(=O)(=O)c1ccc(NC(=O)COC(=O)CNS(=O)(=O)/C=C/c2ccccc2)cc1

Gathered by group: the entries above containing an aryl thioether with sulfur outside any ring
no.	M18AAP inhibitor	MEKK2 mut-MEK5	pCIP destab	IDE cell inh	UBC9 SUMO inh	IDE act	MEKK3 PB1 HTS	NALP1 inh	MEKK2wt PB1 HTS	Molecule
4	-2	1	14	4	-21	6	103	12	100	COC(=O)CSc1nc2c(c(-c3ccc(O)cc3)c1C#N)CCCC2
6	-3	-8	-10	5	6	1	103	1	89	CCOC(=O)CSc1nnc(-c2cc(OC)c(OC)c(OC)c2)o1
23	0	-11	-4	2	12	3	96	6	94	CNC(=O)CSc1nnc(-c2ccccn2)n1Cc1ccco1
25	-4	2	-5	-4	2	7	103	-3	101	CC(=O)Nc1cccc(-n2nnc(SCC(=O)N(C)c3ccccc3)n2)c1
38	-6	11	-6	1	-24	-7	112	-63	116	CCc1nc(SCC(=O)N2CCC(C)CC2)c2c(=O)n(C)c(=O)n(C)c2n1
46	35*	-3	-20	10	5	-20	96	/	90	CCS(=O)(=O)c1cc([N+](=O)[O-])c(Sc2ccccc2NC(C)=O)s1
50	-5	-6	0	2	7	-3	94	19	96	CCCc1cc(=O)[nH]c(SCC(=O)Nc2ccc(C)cc2)n1

This is a subset. The share of hits here may be higher or lower than overall.
